RBX1-CUL1 inh: inhibitors of human ROC1-CUL1 ubiquitin ligase activity; inhibition, % at 10 µM; in vitro K48 di-Ub FRET, acceptor:donor ratio, 45 min; 140,000 compounds, 0.6% hits; E3 ubiquitin-protein ligase RBX1 (Homo sapiens) + Cullin-1 (Homo sapiens), P62877+Q13616; AID 1347404, 2020; in the data active = inhibition above about 25%
Target sequence (P62877 whole entry, looked up): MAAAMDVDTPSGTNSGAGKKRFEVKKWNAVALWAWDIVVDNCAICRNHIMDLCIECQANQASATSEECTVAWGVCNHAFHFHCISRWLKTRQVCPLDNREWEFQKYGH
Target sequence (Q13616 whole entry, looked up): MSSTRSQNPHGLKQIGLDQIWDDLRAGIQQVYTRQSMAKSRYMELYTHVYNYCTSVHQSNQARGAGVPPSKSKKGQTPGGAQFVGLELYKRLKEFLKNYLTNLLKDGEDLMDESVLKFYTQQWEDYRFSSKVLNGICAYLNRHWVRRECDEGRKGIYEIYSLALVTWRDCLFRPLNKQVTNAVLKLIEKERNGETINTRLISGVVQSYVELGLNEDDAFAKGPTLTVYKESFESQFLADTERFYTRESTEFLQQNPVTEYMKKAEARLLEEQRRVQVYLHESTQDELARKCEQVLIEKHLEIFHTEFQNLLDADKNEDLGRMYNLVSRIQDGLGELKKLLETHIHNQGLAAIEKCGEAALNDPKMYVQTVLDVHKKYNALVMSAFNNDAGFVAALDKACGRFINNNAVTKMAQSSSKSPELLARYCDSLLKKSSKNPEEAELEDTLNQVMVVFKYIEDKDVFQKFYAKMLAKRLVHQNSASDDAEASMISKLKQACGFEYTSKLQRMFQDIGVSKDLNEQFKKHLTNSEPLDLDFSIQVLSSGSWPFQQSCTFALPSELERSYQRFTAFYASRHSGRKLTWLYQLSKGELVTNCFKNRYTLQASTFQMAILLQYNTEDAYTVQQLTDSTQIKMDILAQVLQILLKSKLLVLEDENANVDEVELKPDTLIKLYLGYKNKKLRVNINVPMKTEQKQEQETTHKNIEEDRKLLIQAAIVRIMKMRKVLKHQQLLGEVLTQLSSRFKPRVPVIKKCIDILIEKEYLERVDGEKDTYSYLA
Starred values were filed as active, the others as inactive. An excerpt; rates above refer to the full screens.

Compound	RBX1-CUL1 inh
N#CC1C(=N)Oc2cc(N)ccc2C1c1cccc(Cl)c1 (stereo unspecified)	-9.1
O=C(Nc1ccc2nn(-c3ccc(F)cc3)nc2c1)c1cccc2c(Cl)cccc12	-2.2
Cc1cc(/C=C2/C(=N)N3N=C(C(F)(F)F)SC3=NC2=O)c(C)n1-c1cccc(C(F)(F)F)c1	0.5
Cc1cccc(OCCSc2nc(-c3cccs3)nc3cc(=O)[nH]n23)c1	4.1
Cc1nn(C(C)C(=O)N2CCN(c3ccc(Cl)cc3)CC2)c(=O)c2cc3occc3n12 (stereo unspecified)	3.0
CN1CCN(c2ncccc2CNC(=O)C(c2ccccc2)C2CCCC2)CC1 (stereo unspecified)	-5.3
CCC(=O)N1CCc2cc(S(=O)(=O)NC(C(=O)Nc3cc(OC)cc(OC)c3)C(C)C)ccc21 (stereo unspecified)	1.7
Cc1ccc(Oc2ncccc2CNCc2ccccn2)c(F)c1F	-1.7
Cc1cc(C)n2c(-c3ccc(Cl)cc3)nnc2n1	0.8
CC(C)(C)OC(=O)NC(Cc1ccc(OCc2ccccc2)cc1)C(=O)NC(CCC(=O)OCc1ccccc1)C(N)=O (stereo unspecified)	-4.4
COc1cccc2c1OCC(NCc1cn[nH]c1-c1cccc(F)c1)C2 (stereo unspecified)	-6.6
CCOc1ccc(Br)cc1S(=O)(=O)n1ccnc1C	15.8
CCOc1ccccc1NC(=O)c1sc(-n2nc(C)c(CCC(C)C)c2C)nc1C	1.5
Cc1ccccc1NC(=O)c1sc2nc(-c3ccc(F)cc3)ccc2c1N	-12.5
Cc1nnc(-c2ccccc2-c2cccc(-c3ccn(CCO)n3)c2)s1	-5.2
CCCCCCOc1ccc(C(=O)OC)c(C#N)c1	-4.4
CCC(Oc1ccccc1)C(=O)Nc1nnc(S(=O)(=O)N2CCCC2)s1 (stereo unspecified)	6.1
CCOc1ccccc1CNS(=O)(=O)c1ccc(-c2cnc(C3CC3)o2)cc1	-8.7
Cc1[nH]c(=S)[nH]c(=O)c1Oc1ccc(=O)n(C)n1	12.4
O=C1OC(Cc2ccccn2)C(=O)C1C1=NC2CCCCC2N1 (stereo unspecified)	-3.7
COc1ccccc1CNC(=O)CCC1(Cc2ccco2)CCC(=O)N1 (stereo unspecified)	-2.8
CC1=NN(c2ccc(C(=O)O)cc2)C(=O)/C1=C/c1cc(C(C)(C)C)c(O)c(C(C)(C)C)c1	12.1
COc1ccc(C(=O)CSc2nc3scc(-c4ccccc4)c3c(=O)n2-c2ccccc2)cc1OC	-1.0
O=C(NC1CC1)C1CC(=O)N(c2ccccc2Cl)C1 (stereo unspecified)	10.0
CN1C(=O)C2(c3cc(Br)ccc31)C(C#N)C(=N)SC(=N)C2C#N (stereo unspecified)	-2.3
OCCN1CCN(Cc2nc(CCc3ccccc3)no2)CC1	-0.4
CCSc1ncc(Cl)c(C(=O)Nc2ccc(S(=O)(=O)N3CCC(C)CC3)cc2)n1	-0.9
Cc1nn(C)cc1/C=N/NC(=O)c1csc2c1CCCC2	-9.7
CC(=O)c1nn(-c2ccccc2)cc1C(=O)c1cccc(Br)c1	-10.2
Cc1ccc(C)c(NC(=O)CSc2nc3nccnc3c(=O)n2CCc2c[nH]c3ccccc23)c1	12.3
COC(=O)CCCNC(=O)c1oc2ccc(C)cc2c1C	8.0
CCOc1cc(S(=O)(=O)n2cnc(C)c2)ccc1Br	-11.9
CCOC(=O)c1cc2ccccc2c(=O)s1	-1.3
Cc1cc(C(=O)N/N=C/c2c(C)n(C)c3ccccc23)n[nH]1	-2.4
c1ccc2c(Sc3cccc4ccccc34)cccc2c1	-6.9
Cc1ccc(CNC(=O)c2cn(C)c3ccc(S(=O)(=O)N4CCC(C)CC4)cc3c2=O)cc1	17.7
Cc1n[nH]c(C)c1CN(C)Cc1cnc(S(C)(=O)=O)n1CC1CCCCC1	16.0
COc1cccc(/C=N/NC(=O)c2c(-c3ccccc3)noc2C)c1O	-1.2
CC(CNC(=O)c1nnc(Cc2ccc(F)cc2)o1)c1ccccc1 (stereo unspecified)	1.8
N#CC1C(=N)Oc2ccc3ccc(O)cc3c2C1c1ccc(Br)cc1 (stereo unspecified)	-4.0
Cc1nn2c(=O)cc(COC(=O)c3ccccc3NC(=O)c3ccccc3C)nc2s1	-8.9
CCCCOc1ccc(CNC(=O)c2cnc3sc(N4CCOCC4)nn3c2=O)cc1	0.4
CCn1cc(C(=O)Nc2cnn(Cc3ccc(Cl)c(Cl)c3)c2)cn1	0.1
CCOc1ccc(NC(=O)N2CCC(c3ccc(C)cc3)C2)cc1 (stereo unspecified)	3.3
Cc1cc2nnc(SCC(=O)Nc3ccc(F)c(Cl)c3)n2c2ccccc12	15.3
CCCCNC(=O)c1nn(-c2ccc(C)cc2)c(=O)c2c1c1ccccc1n2C	-17.9
CS(=O)(=O)NC1CC(=O)N(CCCc2ccccc2)C1 (stereo unspecified)	4.9
FC(F)(F)c1cc(-c2ccncc2)nc2c(-c3ccccc3)cnn12	8.6
O=C1NCCCC[C@@H]1Nc1ccc(-c2nc(-c3cccc(Cl)c3)no2)cn1	-0.4
COc1ccc(C(CC(=O)Nc2cccc(C)c2C)N2Cc3ccccc3C2=O)cc1 (stereo unspecified)	-10.1

(listing goes on)
Compound	RBX1-CUL1 inh
COc1ccc(N2C(=O)C(Cc3cc(OC)c(OCC(=O)O)cc3Br)=NC2=S)cc1	-0.7
COc1cc2ncc(-c3nnnn3-c3ccc(Cl)cc3)c(C)c2cc1OC	4.0
COc1ccc(-n2cnc3cc(N=Cc4nc5ccccc5n4Cc4ccccc4)ccc32)cc1	-10.5
CCCc1cc(CN(C)C(=O)CC2(c3ccccc3OC)CC(=O)N(CCCOC)C2=O)[nH]n1 (stereo unspecified)	-0.4
O=C(c1ccc(Cl)s1)N1CCN(C2CCCCC2)CC1	71.6*
COc1ccc(Nc2nc(N)c3ccccc3n2)cc1	-2.3
COc1ccc(-c2nc3c(cnn3C(C)C(C)C)[nH]2)cc1CN(C)C (stereo unspecified)	1.0
Cn1c(=NC(=O)c2ccc(F)cc2)sc2cc(Br)ccc21	-1.1
CCCc1c(C(=O)Nc2cc(C)ccc2C)nnn1-c1ccccc1	12.5
Cc1cc(C)cc(-n2c(C)cc(C(=O)C(=O)Nc3ccccc3F)c2C)c1	0.0
COC(=O)C1CCCCN1C(=O)c1c(OC)cc(=O)n2c1CCN(Cc1ccc(Cl)cc1)CC2 (stereo unspecified)	-3.0
O=c1c(Cl)cc(Cl)cn1Cc1ccncn1	2.5
CSc1cc(C)c(OCC(=O)Nc2ccc(NC(C)=O)cc2)c(C)c1	2.0
Cc1ccc(-c2nc(NC(=O)CSc3cc(C)c4ccccc4n3)ns2)cc1	-7.3
O=C(O)COc1ccccc1/C=C1\Sc2ccccc2C1=O	0.6
CCOc1cc(CN2CCCC(c3nc(-c4ccncc4)ncc3-c3ccccc3)C2)ccc1OC (stereo unspecified)	2.6
CC12C(=O)N(c3cccc(Cl)c3)C(=O)C1C1C=CC2C1 (stereo unspecified)	1.5
COc1ccc(-c2cc(-c3cccs3)nc(SCC(=O)n3nc(C)cc3C)c2C#N)cc1	5.2
CC(C)c1ccc(NC(=O)Cn2nnc(C(=O)NCCc3ccccc3)c2N)cc1	0.4
Cc1ccc2c(c1)cc1c(=O)n(Cc3ccccc3Cl)nc(C)n12	-8.0

(continued)
SMILES	RBX1-CUL1 inh
COc1ccc(N2C(=O)C(=Cc3ccc(OC)c(O)c3)C(=O)N(c3ccc(OC)cc3)C2=S)cc1	-0.8
CCOC(=O)c1cc(-c2ccccc2)sc1NC(=S)Nc1cc(C)ccn1	4.8
CCOC(=O)C1=C(C)N=c2s/c(=C/c3ccsc3)c(=O)n2C1c1ccc(SC)cc1 (stereo unspecified)	10.7
C=CCn1c(COc2ccccc2)nnc1SCC(=O)c1ccc(OC)cc1	-1.5
O=C(Nc1ccc2c(c1)OCO2)c1cc(-c2ccccc2Cl)on1	-1.4
CCOC(=O)c1sc(NC(=O)c2cc3nc(-c4ccc5c(c4)OCO5)cc(C(F)(F)F)n3n2)c(C(=O)OCC)c1C	-1.6
COc1cc(C(=O)Nc2ccccc2-c2nc(-c3ccc(C)cc3)no2)cc(OC)c1OC	-2.7
O=C(Nc1ccc(N2CCOCC2)c(Cl)c1)c1ccc(-c2cccc(Cl)c2)o1	8.4
CCc1csc(CNC(=O)c2ccc(N3CCCC(OC)C3)nc2)n1 (stereo unspecified)	2.5
N#CC1C(=N)Oc2cc(O)ccc2C1c1cc(Br)ccc1OCc1ccccc1F (stereo unspecified)	3.1
COc1cc(CC(=O)N2CCOc3ccc(CN4CCCCC4CO)cc3C2)cc(OC)c1OC (stereo unspecified)	7.6
O=C(N/N=C/c1cc2c(cc1[N+](=O)[O-])OCO2)c1cccc(Br)c1	-1.8
CCOc1ccc(S(=O)(=O)Nc2ccc3c(c2)c(C(C)=O)c(C)n3S(=O)(=O)c2ccc(OCC)cc2)cc1	-5.8
O=c1/c(=C/c2cc(Br)ccc2O)sc2nc3ccccc3n12	-4.2
CSCCNC(=O)c1coc(COc2ccc3c(c2)OCO3)n1	11.2
CCc1nn2c(=O)c(S(=O)(=O)Nc3ccc(OC)c(Cl)c3)c(C)nc2s1	2.1
O=C(Nc1cccc(Cl)c1)c1ccc2nc(Cc3ccccc3)oc2c1	-4.4
CCN(Cc1nccn1C)C(=O)c1ccc(N(C)CC2CCCCN2C)nc1 (stereo unspecified)	-0.6
CCCCCC(=O)Nc1ncc(C(F)(F)F)cc1Cl	-0.5
Cc1cnc(NC(=O)CSC(=S)N2CCOCC2)s1	-1.3
C=CCn1c(SCc2ccc(C(=O)OC)cc2)nc2sc(C)c(C)c2c1=O	4.2
c1ccc(-c2ccc(CNc3cc(C4CCCNC4)ncn3)s2)nc1 (stereo unspecified)	7.4
CC(C)CCC(=O)N1CCC(C(=O)Nc2ccc(-c3nc4ccccc4o3)cc2)CC1	-15.5
O=C(CN1C(=O)C2(SCC(=O)N2c2ccc(F)c(F)c2)c2ccccc21)Nc1cccc(Cl)c1 (stereo unspecified)	-0.3
COc1ccc(-c2nc(SCC(=O)Nc3ccc4c(c3)OCO4)c(-c3ccc(OC)cc3)[nH]2)cc1	0.5
Cc1ncc(CO)c2c1Oc1nc(-c3ccc(F)cc3)nc(SCc3ccc(F)cc3Cl)c1C2	0.5
Cn1cc(Br)cc(Br)c1=N	8.3
Cc1ccccc1CN1c2ccccc2-c2nc(SCC(N)=O)ncc2S1(=O)=O	5.4
COC(=O)c1cn(CC(=O)Nc2ccccc2)c2ccccc12	-7.7
NC(=O)c1cc2cc(Br)ccc2oc1=Nc1cccc(Br)c1	2.3

Rewritten field by field: four of the compounds above
Molecule: O=C(Nc1ccc(N2CCOCC2)c(Cl)c1)c1ccc(-c2cccc(Cl)c2)o1
  RBX1-CUL1 inh = 8.4

Molecule: CCc1csc(CNC(=O)c2ccc(N3CCCC(OC)C3)nc2)n1 (stereo unspecified)
  RBX1-CUL1 inh = 2.5

Molecule: N#CC1C(=N)Oc2cc(O)ccc2C1c1cc(Br)ccc1OCc1ccccc1F (stereo unspecified)
  RBX1-CUL1 inh = 3.1

Molecule: COc1cc(CC(=O)N2CCOc3ccc(CN4CCCCC4CO)cc3C2)cc(OC)c1OC (stereo unspecified)
  RBX1-CUL1 inh = 7.6

Next entries follow:
SMILES	RBX1-CUL1 inh
Cc1ccc(Cl)cc1N1CC(c2nc3ccccc3[nH]2)CC1=O (stereo unspecified)	-10.0
Cc1cc(/C=C2/C(=N)N3N=C(C(F)(F)F)SC3=NC2=O)c(C)n1-c1ccc(F)cc1	-3.4
O=c1c(-c2ccccc2)c(S)sc(S)c1-c1ccccc1	-3.6
CCS(=O)(=O)N1CCN(c2cc(C3CCCNC3)ncn2)CC1 (stereo unspecified)	2.2
Cc1sc2ncnc(-n3ncc(C#N)c3N)c2c1C	0.9
COc1ccc(C(=O)n2nc(C)c(Sc3ccccc3)c2C)cc1	1.2
CCS(=O)(=O)N1CCCc2cc(C(=O)Nc3cccc(C(C)=O)c3)ccc21	4.0
COc1cccc(NC(=O)c2ccc(NC(=O)C(C)C)cc2)c1	5.3
Cc1nc(SCC(=O)Nc2ccc(Cl)cc2C(F)(F)F)[nH]c(=O)c1Cc1ccccc1	-4.5
Cc1ccccc1NC(=O)c1cccc(C(=O)Nc2ccccc2C)c1	0.6
CNS(=O)(=O)c1ccc(NC(=O)C2CCN(C(C)=O)CC2)cc1	1.3
Cc1ccc(N=C2S/C(=C\c3cc(Cl)ccc3O)C(=O)N2C)cc1C	-0.4
CCCC(C(=O)N1CCOCC1)N1C(=O)C2C3C=CC(C3)C2C1=O (stereo unspecified)	3.7
Cc1c(C(=O)NCCO)nnn1-c1ccc(Br)cc1	-6.7
Cc1ccc(N2CCN(C(=O)c3ccccc3NC(=O)/C=C\C(=O)O)CC2)cc1	7.8
Cc1ccc(-n2c(=O)c3oc4ccccc4c3n(Cc3ccccc3)c2=O)cc1C	2.2
CC1(C)CC(c2nc3c(cnn3Cc3cccc(F)c3)[nH]2)CCO1 (stereo unspecified)	2.0
O=C(NCc1cccnc1)c1ccccc1	8.8
COc1ccc(CNC(=O)c2cc(Nc3ccc(C)cc3C)nc3ccccc23)cc1	-2.7
COC(=O)c1ccccc1NC(=O)CN1C(=O)COc2ccc(Cl)cc21	-2.7

Quoted at random: four records from the list.
SMILES	RBX1-CUL1 inh
CNS(=O)(=O)c1ccc(NC(=O)C2CCN(C(C)=O)CC2)cc1	1.3
Cc1c(C(=O)NCCO)nnn1-c1ccc(Br)cc1	-6.7
O=C(NCc1cccnc1)c1ccccc1	8.8
Cc1ccc(-n2c(=O)c3oc4ccccc4c3n(Cc3ccccc3)c2=O)cc1C	2.2

Continued:
SMILES	RBX1-CUL1 inh
Cc1cccc(Nc2nc3c(S(=O)(=O)c4ccc(Br)cc4)nnn3c3ccsc23)c1C	5.5
Cc1cccc(OCCn2c(SCC(N)=O)nc3ccccc32)c1	-1.6
CN(Cc1cccnc1)C(=O)c1cc(-c2cnn(C)c2)nc2ccc(F)cc12	5.5
CCC(=O)Nc1ccc(C(=O)N/N=C/c2ccc(C)s2)cc1	8.5

Screens as filed in PubChem.
